Bioassay records deposited in PubChem by several laboratories.
ASAP1 GAP inh = ASAP1 ArfGAP inhibition | Q9ULH1 | ASAP1-stimulated ARF1 GTP hydrolysis, GDP FP detection | inhibition, % at 16.5 µM | 360,000 tested, 0.19% active; in the data active means inhibition above about 25%;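 further: 0% = vehicle with enzyme and substrate and 100% = no enzyme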
Target sequence (Q9ULH1 325-724 limits assumed): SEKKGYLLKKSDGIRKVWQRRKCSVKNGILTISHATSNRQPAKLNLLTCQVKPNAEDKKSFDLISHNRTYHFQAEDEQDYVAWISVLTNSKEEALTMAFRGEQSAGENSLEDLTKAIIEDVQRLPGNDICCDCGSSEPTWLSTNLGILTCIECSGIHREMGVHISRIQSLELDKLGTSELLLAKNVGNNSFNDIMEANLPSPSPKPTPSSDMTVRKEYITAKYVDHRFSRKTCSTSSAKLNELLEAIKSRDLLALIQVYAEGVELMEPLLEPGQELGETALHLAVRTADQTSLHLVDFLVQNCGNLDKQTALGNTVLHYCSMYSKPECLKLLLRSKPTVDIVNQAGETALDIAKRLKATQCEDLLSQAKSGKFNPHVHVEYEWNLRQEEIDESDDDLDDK
NR1D1 modulator = modulators of human Rev-erb alpha DNA binding | activity, % at 10 µM | Rev-erbα–FITC-DNA binding, fluorescence polarization, 90 min | 370,000 tested, 0.79% active | P20393;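 active means activity above about 14%, limit read from the data; passing the limit was not always enough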;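 further: 0% = DMSO wells with 35 nM protein and 100% = DMSO wells with 750 nM protein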
rCAG binder = r(CAG) repeat RNA binding | TO-PRO-1 dye displacement fluorescence | inhibition, % at 3 µM | 370,000 tested, 1.3% active | AID 651821;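 active means inhibition above the plate cutoff, the mean of all test compounds on that plate plus 3 SD, cut at about 35% in these data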;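 further: 0% = DMSO alone and 100% = 100 µM mitoxantrone as full dye displacement; higher means more dye released from RNA so lower well fluorescence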
HTRA1 inhibitor = HTRA1 (human) protease inhibition | inhibition, % at 5.96 µM | Q92743 | recombinant HTRA1, FP-rhodamine activity-based probe, fluorescence polarization | 340,000 tested, 0.5% active; in the data active means inhibition above about 36%;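 further: 0% = enzyme with DMSO and 100% = wells lacking enzyme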
SMARCA2 act = activators of SMARCA2 function | activation, % at 9.1 µM | MG213 cells, MMTV-luciferase reporter, dexamethasone, overnight | 370,000 tested, 1% active; in the data active means activation above about 7.8%;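 further: 0% = vehicle wells and 100% = reference activator wells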
ARFGAP1 inh = rat ARFGAP1 inhibition. Q62848. Arfgap1-stimulated ARF1 GTP hydrolysis, GDP FP detection. inhibition, % at 16.5 µM. 360,000 tested, 0.26% active. AID 651572;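 active means inhibition above a per-plate limit, mean inhibition of low control wells plus 3 SD, cut at about 25% in these data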;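 further: 0% = DMSO wells with enzyme and 100% = wells lacking Arfgap1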
Target sequence (Q62848 1-136 limits assumed): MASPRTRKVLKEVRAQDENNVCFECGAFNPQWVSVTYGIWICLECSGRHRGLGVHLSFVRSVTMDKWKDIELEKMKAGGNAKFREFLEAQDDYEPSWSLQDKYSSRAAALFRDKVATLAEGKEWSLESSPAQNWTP
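Assay system: purified rat His6-Arfgap1 residues 1-136 (GAP domain); Reagent: human Δ17 ARF1 bound to GTP; Dosing: 16.5 µM single point, 1.26% DMSO; Times: GTP hydrolysis reaction 2 h at 25 °C; Signal: FP, GDP Alexa 633 tracer displaced from anti-GDP antibody, 620/688 nm; Measure: % inhibition from polarization.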
GC-B act = GC-B (human) receptor activation | P20594 | HEK293-GC-B cells, CNP EC30, cGMP TR-FRET; 0% at EC30 CNP, 100% saturating CNP | activation, % at 10 µM | 370,000 tested, 0.11% active | AID 1920062;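 active means activation at 10 µM reaching about 35% in either raw or pattern-adjusted values, limit read from the data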
GC-A act = GC-A (human) enzyme activation | P16066 | HEK293 GC-A cells, cGMP TR-FRET, EC30 ANP; 0% at EC30 ANP, 100% saturating ANP | activation, % at 10 µM | 370,000 tested, 0.14% active | AID 1671463; in the data active means activation above about 40%
PG9 binder = binds the HIV-1 gp120 antibody PG9; TR-FRET gp120-PG9 antibody binding; inhibition, % at 6.7 µM; 360,000 tested, 0.43% active; AID 624416; in the data active means inhibition above about 8.5%
mABHD4 FP = inhibits mouse alpha/beta hydrolase domain 4; Q8VD66; purified mABHD4, FP-Rh probe fluorescence polarization; inhibition, % at 8.92 µM; 370,000 tested, 0.54% active;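 active means inhibition exceeding the mean over every tested compound plus 3 SD, cut at about 30% in these data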;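 further: 0% = plate median of compound wells and 100% = S159A mutant with DMSO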
Target sequence (Q8VD66 whole entry, looked up, the tested form may be a part): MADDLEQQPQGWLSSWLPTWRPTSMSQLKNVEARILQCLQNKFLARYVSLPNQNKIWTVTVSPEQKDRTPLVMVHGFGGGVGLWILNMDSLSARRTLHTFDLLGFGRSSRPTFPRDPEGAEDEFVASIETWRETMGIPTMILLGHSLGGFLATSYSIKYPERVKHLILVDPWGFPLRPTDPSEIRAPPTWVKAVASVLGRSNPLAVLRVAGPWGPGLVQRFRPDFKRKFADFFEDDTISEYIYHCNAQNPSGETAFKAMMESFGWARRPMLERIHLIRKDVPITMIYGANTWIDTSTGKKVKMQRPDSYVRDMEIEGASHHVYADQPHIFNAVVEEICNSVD
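assay system = mABHD4 protein | compound dosing = single nominal dose of 8.92 µM, 0.89% DMSO final | read-out basis = percent inhibition of probe binding, normalized to plate controls | schedule = Enzyme–compound pre-incubation 45 min, then probe 60 min, both 25 °C | detection = fluorescence polarization, excitation 525 nm, emission 598 nm, BODIPY TMR filters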
Numbers without * were called inactive; . = not tested or not shown.

SMILES	ASAP1 GAP inh	NR1D1 modulator	rCAG binder	HTRA1 inhibitor	SMARCA2 act	ARFGAP1 inh	GC-B act	GC-A act	PG9 binder	mABHD4 FP
Cc1ccc(SCC(=O)N(C)C2CCS(=O)(=O)C2)c(C)c1 (stereo unspecified)	-1.9	11.7	2.5	-0.9	-1.3	0.4	-0.6	1.7	2.1	-2.1
Cc1nnc(NC(=O)CSc2nnc(CNC(=O)c3ccccc3)n2-c2ccccc2)s1	-4.6	-0.5	1.5	4.4	0.6	5.8	1.5	2.8	-0.1	0.0
O=C(Nc1ccc(S(=O)(=O)N2CCOCC2)cc1)c1ccc(=O)[nH]c1	2.7	-24.6	1.2	.	-0.8	-8.0	7.7	3.6	-0.8	-0.6
Cc1ccc(Cn2cnc3c(cnn3C(C)(C)C)c2=O)cc1	3.1	6.3	-6.6	-13.1	-2.2	-1.4	21.7	16.3	-0.7	0.6
COc1ccc(-c2cc(C)no2)cc1S(=O)(=O)N1CCCN(Cc2ccc(F)cc2)C1	-1.8	3.0	-1.2	-3.1	-4.8	-6.6	-4.4	-0.8	0.1	-1.8
Cc1ccc(S(=O)(=O)c2cc3c(=O)n4ccccc4nc3n(CCCN3CCOCC3)c2=N)cc1C	-15.1	-0.2	1.1	4.3	-0.8	-10.7	-5.1	6.8	-1.1	9.7
COc1ccccc1CCNC(=O)C(=O)NCC1OCCN1S(=O)(=O)c1ccc(OC)c(OC)c1 (stereo unspecified)	13.1	1.6	2.6	-0.2	0.0	2.6	3.9	5.7	-0.4	11.1
COc1cc(NC(=O)CN2C(=O)NC(C)(c3ccc(OC(F)F)cc3)C2=O)cc(OC)c1OC (stereo unspecified)	8.5	0.3	-1.1	0.7	-2.7	-3.7	0.8	-2.5	-1.3	-12.4
CCc1c(C)nc2cc(-c3cc(OC)cc(OC)c3)nn2c1N1CCCC1	9.5	6.2	0.9	-91.4	1.2	1.3	-5.2	-10.1	4.7	12.7
CCc1ccc(C2C(C#N)=C(N)N(N(C)C)C3=C2C(=O)CCC3)cc1 (stereo unspecified)	3.2	6.8	2.8	-5.9	2.7	-3.7	3.8	3.6	-2.9	2.2

7 neighbouring entries out of the list so far, quoted:
SMILES	ASAP1 GAP inh	NR1D1 modulator	rCAG binder	HTRA1 inhibitor	SMARCA2 act	ARFGAP1 inh	GC-B act	GC-A act	PG9 binder	mABHD4 FP
Cc1ccc(Cn2cnc3c(cnn3C(C)(C)C)c2=O)cc1	3.1	6.3	-6.6	-13.1	-2.2	-1.4	21.7	16.3	-0.7	0.6
COc1ccc(-c2cc(C)no2)cc1S(=O)(=O)N1CCCN(Cc2ccc(F)cc2)C1	-1.8	3.0	-1.2	-3.1	-4.8	-6.6	-4.4	-0.8	0.1	-1.8
Cc1ccc(S(=O)(=O)c2cc3c(=O)n4ccccc4nc3n(CCCN3CCOCC3)c2=N)cc1C	-15.1	-0.2	1.1	4.3	-0.8	-10.7	-5.1	6.8	-1.1	9.7
COc1ccccc1CCNC(=O)C(=O)NCC1OCCN1S(=O)(=O)c1ccc(OC)c(OC)c1 (stereo unspecified)	13.1	1.6	2.6	-0.2	0.0	2.6	3.9	5.7	-0.4	11.1
COc1cc(NC(=O)CN2C(=O)NC(C)(c3ccc(OC(F)F)cc3)C2=O)cc(OC)c1OC (stereo unspecified)	8.5	0.3	-1.1	0.7	-2.7	-3.7	0.8	-2.5	-1.3	-12.4
CCc1c(C)nc2cc(-c3cc(OC)cc(OC)c3)nn2c1N1CCCC1	9.5	6.2	0.9	-91.4	1.2	1.3	-5.2	-10.1	4.7	12.7
CCc1ccc(C2C(C#N)=C(N)N(N(C)C)C3=C2C(=O)CCC3)cc1 (stereo unspecified)	3.2	6.8	2.8	-5.9	2.7	-3.7	3.8	3.6	-2.9	2.2

(further entries)
SMILES	ASAP1 GAP inh	NR1D1 modulator	rCAG binder	HTRA1 inhibitor	SMARCA2 act	ARFGAP1 inh	GC-B act	GC-A act	PG9 binder	mABHD4 FP
CN(C)NC(=O)c1csnc1-c1c(Cl)cccc1Cl	-3.2	-7.1	0.7	0.0	-0.5	-6.7	-0.9	4.0	-0.8	-0.4
COc1ccc(C(=O)C(=O)N2CCC(c3ccccc3)CC2)cn1	-3.0	-4.4	-2.0	.	-6.2	-10.2	-0.6	1.7	0.6	2.0
CN(Cc1ccccc1)CC(O)COc1ccc(CNCCOc2cccnc2)cc1 (stereo unspecified)	-5.0	-3.5	-6.6	0.7	0.7	-6.6	2.8	-9.8	1.5	2.6
CC(=O)c1cccc(NC(=O)CN(C)Cc2ccc(OC(F)F)cc2)c1	-10.2	-1.1	-4.7	-5.4	-6.0	42.0*	-0.4	-5.4	-0.1	15.5
COc1cccc(-c2nn3c(-c4ccccn4)nnc3s2)c1	5.3	4.6	-2.9	0.4	8.7*	-2.8	2.4	-2.9	-1.1	3.9
CCOc1ccc(CNC(=O)c2cc3oc4ccccc4c3n2C)cc1	3.0	14.9	-2.0	-16.9	-3.1	-10.0	1.2	-2.2	1.5	-6.5
Cc1ccc(C(c2nnnn2CCC(C)C)N2CCN(C)CC2)cc1 (stereo unspecified)	-0.6	3.5	-7.5	6.9	-4.2	0.4	-0.1	-3.6	2.4	4.3
Cc1cc(C)c2cc(C(=O)N3CCC(C(=O)c4ccc(F)cc4)CC3)[nH]c2c1	-19.5	-0.8	-0.4	-42.1	-2.3	1.1	-2.3	-0.5	-1.3	2.4
CC(C)(C)C(=O)NC1CCCCN(Cc2cccc(C(F)(F)F)c2)C1=O (stereo unspecified)	.	-2.9	-0.8	.	-3.0	.	5.6	2.9	.	4.1
COc1ccc(NS(=O)(=O)c2ccc(C)c(NC(=O)C3CCCO3)c2)cc1 (stereo unspecified)	5.1	-3.9	-0.7	2.1	-3.7	-8.7	-1.6	0.2	-0.4	-3.1
Cc1noc(C)c1COc1ncnc2ccccc12	11.3	-3.3	-1.3	-2.2	-0.6	4.5	2.3	-0.9	-3.1	2.4
CCN(c1ccccc1)S(=O)(=O)c1ccc(OC)c(NC(=O)C2CC2)c1	7.1	7.2	1.8	-15.2	-0.9	4.9	-4.2	-0.7	0.5	-16.2
c1ccc(-c2ccc(CN3C[C@@H]4C(c5ccccc5)C5(c6ccccc6)CC4(C5)[C@H]3c3ccccc3)cc2)cc1 (stereo partly specified)	2.8	1.3	4.7	-28.1	-0.4	-4.4	7.1	0.7	0.9	-3.9
CC(=O)Nc1ccc(S(=O)(=O)NC2C3(C)CCC(C3)C2(C)C)cc1 (stereo unspecified)	-17.8	-3.4	0.7	-10.8	-2.1	4.7	2.2	1.2	-2.5	1.3
COC(=O)NNC(=O)c1ccccc1OC	1.7	4.7	-3.2	-2.2	-1.1	14.6	-3.4	-0.2	-0.3	5.6
O=C(Nc1cccc2ccccc12)NC1CCS(=O)(=O)C1 (stereo unspecified)	2.1	2.9	2.1	-5.3	-0.7	1.6	6.5	1.1	-0.9	2.9
CCOc1ccc(S(=O)(=O)Nc2cc(OC)c(OC)cc2C(=O)O)cc1	20.8	-8.6	11.2	-0.6	3.2	6.1	-5.6	1.7	-1.7	0.2
COc1ccc(-n2nc(C(=O)NCC(=O)N(C)Cc3ccccc3)c3ccccc3c2=O)c(OC)c1	-2.3	1.2	-4.8	7.6	-3.7	-10.1	-4.8	-3.6	-2.3	2.1
Cn1c(CSCc2ccc(Cl)cc2)nnc1SCC(=O)Nc1nc2ccccc2s1	-3.3	-1.2	2.2	-1.3	2.8	-0.5	-7.2	-9.4	2.4	0.2
O=C(NC1CC1c1ccccc1)N1CCC(c2nc3ccc(Cl)cc3[nH]2)CC1 (stereo unspecified)	.	-6.7	3.5	.	-5.3	.	2.8	-5.8	.	-10.8
COc1cccc(-c2cc3nc(-c4ccccc4)cc(=O)n3[nH]2)c1	-2.4	0.3	21.6	1.3	2.2	10.8	1.1	-3.3	-1.5	-2.4
COc1ccc(CNC(=O)CSc2nc3ccc(C)cc3[nH]2)cc1	-17.5	3.0	-1.9	-0.1	4.3	9.3	1.9	-3.2	-0.8	-6.7
CSc1ccccc1C(=O)Nc1cc(C)cc(C)c1	-8.5	6.4	1.6	-5.9	9.3*	-1.1	-7.4	-4.1	-0.8	-13.0
COc1ccccc1/C=C/C(=O)Nc1cccc(S(=O)(=O)N2CCOCC2)c1	16.2	-1.7	2.4	-27.2	-1.5	-1.2	-1.1	-2.1	-3.6	-20.7
Cc1ccc(C)c(S(=O)(=O)c2c[nH]c(=S)[nH]c2=O)c1	-6.0	-0.7	13.6	4.4	-0.8	6.3	5.5	5.0	-2.2	7.5
COc1ccc(N2C(=O)CC(c3ccccc3)CC2=O)cc1	1.5	-4.3	-1.1	0.8	0.1	4.7	-1.9	-2.9	1.1	3.5
Cc1ccc(C)c(S(=O)(=O)Nc2nc3ccc(S(N)(=O)=O)cc3s2)c1	-4.3	1.7	24.7	-7.6	-0.8	-0.4	2.4	-7.1	-3.3	-16.2
CCOC(=O)CC(NC(=O)c1ccc(C)cc1)c1ccc(C)cc1 (stereo unspecified)	3.6	-1.7	-4.4	-10.0	-1.6	3.3	-1.3	0.1	0.1	-2.3
CN(CC(=O)Nc1ccccc1Br)C(=O)c1ccccc1Sc1ccccc1C#N	0.3	11.4	0.1	-12.6	-2.7	8.8	2.2	-3.6	0.6	2.4
COc1ccc(C(CNC(=O)C2CC(=O)N(Cc3ccc(C)cc3)C2)N(C)C)cc1 (stereo unspecified)	-3.9	-0.8	-9.8	2.1	5.8	-2.8	-1.9	-8.8	-3.7	-4.0
O=C(CNC(=O)c1cccnc1)N=Nc1c(O)[nH]c2c(Br)cc(Br)cc12	4.2	2.4	11.0	5.6	1.7	17.1	-5.6	0.8	-0.5	2.5
CCN(CC)S(=O)(=O)c1ccc(N2CCOCC2)c(NC(=O)C23CC4CC(CC(Cl)(C4)C2)C3)c1	1.6	10.1	-1.4	-10.1	-0.6	1.4	-3.1	-2.1	-1.8	4.4
Cc1cc(C)n2nc(C(=O)Nc3ccc(S(=O)(=O)N4CCCC4)cc3)nc2n1	4.2	-3.9	-1.5	-4.9	-0.7	1.5	-6.2	0.8	-0.8	-0.8
COc1ccc(CN2CCC(CNS(=O)(=O)c3cccc(C(F)(F)F)c3)CC2)cc1	6.8	-3.7	-5.8	2.5	-0.4	1.6	1.4	-1.4	0.0	-4.6
CC(NC(=O)CSc1nnc(-c2cccc(S(=O)(=O)N3CCCCC3)c2)o1)C12CC3CC(CC(C3)C1)C2 (stereo unspecified)	-7.8	-0.5	1.8	-13.1	-0.1	-14.1	-2.7	-5.0	1.8	-1.7
O=C(Cc1ccccc1F)c1ccc(O)cc1O	-4.0	-0.4	-3.2	.	1.0	-8.0	1.6	2.2	-3.6	-16.1
CCCCOC(=O)Nc1ccc(S(=O)(=O)Nc2nccs2)cc1	1.0	-4.0	7.5	1.4	-3.4	15.6	-2.8	1.9	1.3	-1.5
CCc1cc(=O)oc2cc(C)cc(OCC(=O)N[C@@H](CSCc3ccccc3)C(=O)O)c12	0.4	-4.2	46.7*	-4.6	0.1	5.1	-8.1	2.8	0.1	-1.3
